GRP78 ERSR act: induces the endoplasmic reticulum stress response in human glioma cells. U87-MG GRP78 promoter luciferase reporter, 16 h. Potency, µM, for inactives: top-dose activation, most hits filed as activators. 0.02% of 420,000 active. AID 602332; note: potency is the fitted concentration of half-maximal effect; series mostly up to about 76 µM; % of control where 0% means no effect; nearly all actives have a fitted effect of over 35% in size
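Stably transfected U87-MG glioma cells carrying a GRP78-based luciferase sensor; 16 h compound incubation. Luminescence end-point read 10 min after Bright-Glo addition at room temperature.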
LDHA inh: inhibitors of human lactate dehydrogenase A | 0.15% of 480,000 active | purified LDHA, NADH/diaphorase-resazurin fluorescence; active compounds read low | activity change, % (values are at about 110 or 230 µM) | AID 1347041; in the data active = activity change below about -30%; inconclusive = mostly about -25% to -30%;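 note: plate controls were DMSO wells for no effect and wells without enzyme for full effect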
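Human LDH5 (2 nM) was incubated with 0.06 mM NADH and 0.2 mM pyruvate for 5 min at room temperature in Tris pH 7.4. Remaining NADH was coupled through diaphorase/resazurin, and resorufin fluorescence was read at 0 and 20 min.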
RGS4 inhibitor: human RGS4 inhibition; P49798; Transcreener GDP fluorescence polarization, RGS4-accelerated GTP hydrolysis; Potency, µM (doses to about 114 µM), inactives show top-dose activity change, negative = inhibition, hits mostly inhibitors; 0.039% of 390,000 active; note: potency is the fitted concentration of half-maximal effect; % is set by controls: 0 for no effect and ±100 for the full control effect; nearly all actives have a fitted effect of over 75% in size; some results filed as inactive show a strong effect at the top dose
Target sequence (P49798 whole entry, looked up): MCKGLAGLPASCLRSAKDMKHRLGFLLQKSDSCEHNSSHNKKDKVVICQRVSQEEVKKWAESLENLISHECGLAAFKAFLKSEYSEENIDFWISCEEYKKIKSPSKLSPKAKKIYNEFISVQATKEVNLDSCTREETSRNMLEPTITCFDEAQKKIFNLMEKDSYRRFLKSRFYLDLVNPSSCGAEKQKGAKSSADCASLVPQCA
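MLSMR compounds (23 nl, pin-transferred) preincubated 10 min at room temperature with a 500nM (2x) first reagent, then RGS4 at 900nM (2x) plus Transcreener GDP mix added; fluorescence polarization (620/688 nm) read before and after 90 min at 30 °C.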
TrxR1 inh: blocks rat thioredoxin reductase 1; Potency, µM (top dose mostly 114 µM), for inactives: at the top dose activity change, negative = inhibition, hits mostly inhibitors; recombinant rTrxR1, NADPH fluorescence consumption, selenite substrate; 1% of 390,000 active; AID 588453; note: potency is the fitted concentration of half-maximal effect; % is set by controls: 0 for no effect and ±100 for the full control effect; nearly all actives have a fitted effect of over 65% in size
Target sequence (O89049 whole entry, looked up): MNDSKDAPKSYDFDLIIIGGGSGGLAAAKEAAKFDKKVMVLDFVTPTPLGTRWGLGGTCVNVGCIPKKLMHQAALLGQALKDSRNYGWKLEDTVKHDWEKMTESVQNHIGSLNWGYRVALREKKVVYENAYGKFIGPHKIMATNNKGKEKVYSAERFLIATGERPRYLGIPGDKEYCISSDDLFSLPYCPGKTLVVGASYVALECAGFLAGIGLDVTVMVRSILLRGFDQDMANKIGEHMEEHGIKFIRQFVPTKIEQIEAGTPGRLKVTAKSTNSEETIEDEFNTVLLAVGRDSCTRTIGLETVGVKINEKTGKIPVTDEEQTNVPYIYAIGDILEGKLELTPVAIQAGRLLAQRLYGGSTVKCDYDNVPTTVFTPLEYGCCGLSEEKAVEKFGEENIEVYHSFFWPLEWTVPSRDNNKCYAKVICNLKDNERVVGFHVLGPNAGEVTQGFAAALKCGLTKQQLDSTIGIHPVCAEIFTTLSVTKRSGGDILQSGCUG
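Rat TrxR1 (90 nM in the dispensed reagent) was pre-reduced with 400 uM NADPH for 5 min at room temperature, then incubated with compound for 15 min. After 400 uM selenite was added, NADPH fluorescence (Ex 340/Em 450 nm) was followed for 8 min.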
* marks the source's active call; other numbers are inactive results; ? = inconclusive; . = no result given; & = joins results of further samples; [ ] = dose if it differs, or a comment. Unless noted, calls come from the whole dose curve; as a rule, active = well fitted curve in the direction sought with a large enough effect; inconclusive = small, poorly fitted or top-dose-only effect, or another doubt; inactive = no such curve, though single readings can be large; an effect the other way counts as inactive or inconclusive.

| # | compound | GRP78 ERSR act | LDHA inh |
| --- | --- | --- | --- |
| 1 | CC(=O)O[C@]1(C(C)=O)CC[C@H]2C3C=C(Cl)C4=CC(=O)[C@@H]5C[C@H]5[C@]4(C)C3CC[C@@]21C (stereo partly drawn) | . | . |
| 2 | CCn1cc(C(=O)O)c(=O)c2cc(F)c(N3CCN[C@@H](C)C3)c(F)c21 | -4%&-6% | . |
| 3 | Oc1ccc([C@@H]2CNCCc3c2cc(O)c(O)c3Cl)cc1 | 2% | . |
| 4 | C[C@@H](Cc1cccc(C(F)(F)F)c1)NCCOC(=O)c1ccccc1 | -2% | . |
| 5 | Cc1c(C(C)C)c(=O)n(-c2ccccc2)n1C | -3% | . |
| 6 | COc1ccc(-c2oc3c(CC=C(C)C)c(O[C@H]4OC(CO)C(O)C(O)C4O)cc(O)c3c(=O)c2O[C@@H]2OC(C)C(O)C(O)C2O)cc1 (stereo partly drawn) | -1% | . |
| 7 | CCCC(=O)O[C@]1(C(=O)CCl)[C@H](C)C[C@@H]2[C@H]3CCC4=CC(=O)C=C[C@]4(C)[C@@]3(F)C(=O)C[C@@]21C | -4% | . |
| 8 | COC(=O)c1ccccc1C(=O)c1ccc(OCCN2CCCCC2)cc1 | -4% | . |
| 9 | CN1CCN(c2cc3c(cc2F)c(=O)c(C(=O)O)cn3-c2ccc(F)cc2)CC1 | -4% | . |
| 10 | CC1(C)OC2CC(=O)OC[C@@]23C1CC(=O)[C@]1(C)C3CC[C@@]2(C)C(c3ccoc3)OC(=O)C3O[C@@]321 (stereo partly drawn) | -3% | . |

| # | RGS4 inhibitor | TrxR1 inh |
| --- | --- | --- |
| 1 | . | ? |
| 2 | . | . |
| 3 | . | . |
| 4 | . | . |
| 5 | . | . |
| 6 | . | . |
| 7 | . | . |
| 8 | . | . |
| 9 | . | . |
| 10 | . | . |

Going on with the list.
| # | compound | GRP78 ERSR act | LDHA inh |
| --- | --- | --- | --- |
| 11 | COc1c(O)cc2c(c1O)[C@@H]1O[C@@H](CO)[C@@H](O)[C@@H](O)[C@@H]1OC2=O | -2% | . |
| 12 | CCCCCCCCCCCCCCCC(=O)O[C@@H]1CC(C)=C(\C=C/C(C)=C\C=C/C(C)=C\C=C\C=C(C)\C=C\C=C(C)\C=C\C2=C(C)C[C@@H](OC(=O)CCCCCCCCCCCCCCC)CC2(C)C)C(C)(C)C1 | -2% | . |
| 13 | CCCN(CCC)C(=O)[C@@H](CCC(=O)O)NC(=O)c1ccccc1 | -6% | . |
| 14 | CO/N=C(\C(=O)N[C@@H]1C(=O)N2C(C(=O)O)=C(Cn3nnc(C)n3)CS[C@H]12)c1csc(N)n1 | -2% | . |
| 15 | CN1CCN(C(=O)C2CCCCC2)CC1 | -1% | . |
| 16 | COc1ccc([C@@H]2CNC(=O)C2)cc1OC1CCCC1 | ? | . |
| 17 | CN1CCC(Nc2ncc3ncnc(Nc4ccc(F)c(Cl)c4)c3n2)CC1 | -2% | . |
| 18 | C[C@@H]1[C@H](C)CC[C@@]2(C(=O)O[C@H]3O[C@@H](CO[C@H]4O[C@@H](CO)[C@@H](O[C@H]5O[C@@H](C)[C@@H](O)[C@@H](O)[C@@H]5O)[C@@H](O)[C@@H]4O)[C@@H](O)[C@@H](O)[C@@H]3O)CC[C@]3(C)C(=CC[C@H]4[C@@]5(C)C[C@@H](O)[C@@H](O)[C@](C)(CO)[C@@H]5CC[C@@]43C)[C@@H]12 | -4% | . |
| 19 | CN(C)CCO[C@](C)(c1ccccc1)c1ccccn1 | -5%&-5% | . |
| 20 | Cc1ccc(Nc2c(F)cccc2Cl)c(CC(=O)O)c1 | -3% | . |

| # | RGS4 inhibitor | TrxR1 inh |
| --- | --- | --- |
| 11 | . | . |
| 12 | . | . |
| 13 | . | . |
| 14 | . | . |
| 15 | . | . |
| 16 | . | . |
| 17 | . | . |
| 18 | . | . |
| 19 | . | . |
| 20 | . | . |

Other compounds:
| # | compound | GRP78 ERSR act | LDHA inh |
| --- | --- | --- | --- |
| 21 | Cc1ccc(-n2nc(C(C)(C)C)cc2NC(=O)Nc2ccc(OCCN3CCOCC3)c3ccccc23)cc1 | -2% | . |
| 22 | Cc1ccc(C(=O)C(C)CN2CCCCC2)cc1 (stereo not drawn) | -4% | . |
| 23 | C[C@]12CC[C@@H]3C(=CCc4cc(O)ccc43)[C@@H]1CCC2=O | 3% | . |
| 24 | CCN1CC(CCN2CCOCC2)C(c2ccccc2)(c2ccccc2)C1=O (stereo not drawn) | -4% | . |
| 25 | O=C(OC1C[C@@H]2CC3C[C@H](C1)N2CC3=O)c1c[nH]c2ccccc12 (stereo partly drawn) | -1% | . |
| 26 | COC(=O)Nc1nc2ccc(S(=O)c3ccccc3)cc2[nH]1 (stereo not drawn) | -1%&-3% | . |
| 27 | CCc1cc(-c2n[nH]c(C)c2-c2ccc3c(c2)OCCO3)c(O)cc1O | -8% | . |
| 28 | COc1cc2[nH]c(=O)[nH]c(=O)c2cc1OC | -5% | . |
| 29 | CN1C(=O)CC(C)(c2ccccc2)C1=O (stereo not drawn) | -1% | . |
| 30 | CC[C@@]12CCCN3CCc4c(n(c5ccccc45)[C@](O)(C(=O)OC)C1)C32 (stereo partly drawn) | -5% | . |

| # | RGS4 inhibitor | TrxR1 inh |
| --- | --- | --- |
| 21 | . | . |
| 22 | . | . |
| 23 | . | . |
| 24 | . | . |
| 25 | . | . |
| 26 | . | . |
| 27 | . | . |
| 28 | . | . |
| 29 | . | . |
| 30 | . | . |

(more compounds)
| # | compound | GRP78 ERSR act | LDHA inh |
| --- | --- | --- | --- |
| 31 | OCCOCCOCCO | -2% | . |
| 32 | C[C@H]1C[C@@H]2[C@H]3CCC4=CC(=O)C=C[C@@]4(C)[C@@]3(Cl)[C@@H](O)C[C@]2(C)[C@]1(OC(=O)c1ccco1)C(=O)CCl | -4% | . |
| 33 | CCCCCCCCCCOCC(O)CN (stereo not drawn) | -12% | . |
| 34 | CCN(CCCCOC(=O)c1ccc(OC)c(OC)c1)[C@@H](C)Cc1ccc(OC)cc1 | -3% | . |
| 35 | Nc1ccc(S(=O)(=O)NCc2ccccc2)cc1 | -2% | . |
| 36 | c1ccc(CNCCNCc2ccccc2)cc1 | -4%&-6% | . |
| 37 | NC(=O)c1ccc([N+](=O)[O-])cc1Cl | -7% | . |
| 38 | C[C@@H]1O[C@H](O[C@@H]2C(O)[C@H](O)[C@@H](CO)O[C@H]2Oc2cc(O)c3c(=O)cc(-c4ccc(O)cc4)oc3c2)[C@H](O)[C@H](O)[C@H]1O (stereo partly drawn) | 0% | . |
| 39 | COc1cc2oc(=O)ccc2cc1O | -2% | . |
| 40 | Cc1cccc(C)c1NC(=O)c1cc(S(N)(=O)=O)c(Cl)cc1O | 0% | . |

| # | RGS4 inhibitor | TrxR1 inh |
| --- | --- | --- |
| 31 | . | . |
| 32 | . | . |
| 33 | . | . |
| 34 | . | . |
| 35 | . | . |
| 36 | . | . |
| 37 | . | . |
| 38 | . | . |
| 39 | . | . |
| 40 | . | . |

Next part
| # | compound | GRP78 ERSR act | LDHA inh |
| --- | --- | --- | --- |
| 41 | O=C(O)[C@@H]1[C@@H]2C[C@H]3c4[nH]c5ccccc5c4CCN3C[C@@H]2CC[C@@H]1O | -6% | . |
| 42 | NC(=O)NC(=O)Cc1ccccc1 | -4% | . |
| 43 | CCCCN(CCCC)CC(O)c1cc(Cl)cc2c1-c1ccc(Cl)cc1/C2=C/c1ccc(Cl)cc1 (stereo not drawn) | -11% | . |
| 44 | C[C@H](CCC(=O)O)[C@H]1CC[C@@H]2[C@@H]3[C@@H](O)C[C@H]4C[C@@H](O)CC[C@@]4(C)[C@H]3CC[C@@]21C | -2% | . |
| 45 | O=C(Nc1ccc([N+](=O)[O-])cc1)Nc1ccc([N+](=O)[O-])cc1 | -3% | . |
| 46 | CN(CCOc1ccc(NS(C)(=O)=O)cc1)CCc1ccc(NS(C)(=O)=O)cc1 | -3% | . |
| 47 | Cc1cn([C@H]2C[C@H](O)[C@@H](CO)O2)c(=O)[nH]c1=O | -4%&-3% | . |
| 48 | NC(=O)c1ccc(-c2nc(-c3ccc4c(c3)OCO4)c(-c3ccccn3)[nH]2)cc1 | -2%&-4%&-5% | . |
| 49 | CC(C)(CO)[C@@H](O)C(=O)NCCCO | -3%&-5% | . |
| 50 | Cc1cc(O)c2c(c1)C(=O)c1cccc(O)c1C2=O | -3%&-3% | . |

| # | RGS4 inhibitor | TrxR1 inh |
| --- | --- | --- |
| 41 | . | . |
| 42 | . | . |
| 43 | . | . |
| 44 | . | . |
| 45 | . | . |
| 46 | . | . |
| 47 | . | . |
| 48 | -30%[56.9 µM] | . |
| 49 | 315%[activator][56.9 µM] | . |
| 50 | -54%[56.9 µM] | . |

Part of the list above, reduced to GRP78 ERSR act, RGS4 inhibitor and LDHA inh:
| item | SMILES | GRP78 ERSR act | RGS4 inhibitor | LDHA inh |
| --- | --- | --- | --- | --- |
| 42 | NC(=O)NC(=O)Cc1ccccc1 | -4% | . | . |
| 43 | CCCCN(CCCC)CC(O)c1cc(Cl)cc2c1-c1ccc(Cl)cc1/C2=C/c1ccc(Cl)cc1 (stereo not drawn) | -11% | . | . |
| 44 | C[C@H](CCC(=O)O)[C@H]1CC[C@@H]2[C@@H]3[C@@H](O)C[C@H]4C[C@@H](O)CC[C@@]4(C)[C@H]3CC[C@@]21C | -2% | . | . |
| 45 | O=C(Nc1ccc([N+](=O)[O-])cc1)Nc1ccc([N+](=O)[O-])cc1 | -3% | . | . |
| 46 | CN(CCOc1ccc(NS(C)(=O)=O)cc1)CCc1ccc(NS(C)(=O)=O)cc1 | -3% | . | . |

Continuation.
| # | compound | GRP78 ERSR act | LDHA inh |
| --- | --- | --- | --- |
| 51 | CC(C)[C@@H]1C(=O)N(S(C)(=O)=O)[C@H]2CCN(C(=O)/C=C\CN3CCCCC3)[C@@H]12 | -2% | . |
| 52 | CC1(C)Oc2ccc(C#N)cc2[C@H](N2CCCC2=O)[C@H]1O | -2%&-4% | . |
| 53 | CCCCNC(=O)CN1C(=O)CCn2nc(-c3cn(C)c4ccccc34)cc21 | . | 3 |
| 54 | CCC(C)c1ccc(NC(=O)Cn2cnc3c2c(=O)n(C)c(=O)n3C)cc1 (stereo not drawn) | . | 0 |
| 55 | CC(=O)O[C@@]12CO[C@@H]1C[C@H](O)[C@@]1(C)C(=O)[C@H](O)C3=C(C)[C@@H](OC(=O)[C@H](O)[C@@H](NC(=O)OC(C)(C)C)c4ccccc4)C[C@@](O)([C@@H](OC(=O)c4ccccc4)[C@H]21)C3(C)C | . | 0 |
| 56 | NCC12CC3CC(C1)CC(CC(=O)O)(C3)C2 | . | 6 |
| 57 | COc1ccc(C(=O)NCC23CC4CC(CC(C4)C2)C3)cc1 | . | 10 |
| 58 | CCOc1ccc(N(CC)C(=O)C(=O)c2c[nH]c3ccccc23)cc1 | . | 1 |
| 59 | CN=C(NC#N)Nc1ccc(C2=NNC(=O)CC2C)cc1 (stereo not drawn) | 2%&-2%&-3% | . |

| # | RGS4 inhibitor | TrxR1 inh |
| --- | --- | --- |
| 51 | . | . |
| 52 | -193%&-85%[56.9 µM] | . |
| 53 | . | . |
| 54 | . | . |
| 55 | . | . |
| 56 | . | . |
| 57 | . | . |
| 58 | . | . |
| 59 | 210%[activator][56.9 µM] | -2% |

Compound profiles, from the list above.
Shown for `Cc1ccc(C(=O)C(C)CN2CCCCC2)cc1` (stereo not drawn) = GRP78 ERSR act = -4%; LDHA inh = .; RGS4 inhibitor = .; TrxR1 inh = .
Shown for `Cc1ccc(Nc2c(F)cccc2Cl)c(CC(=O)O)c1` = GRP78 ERSR act = -3%; LDHA inh = .; RGS4 inhibitor = .; TrxR1 inh = .
Shown for `Cc1cn([C@H]2C[C@H](O)[C@@H](CO)O2)c(=O)[nH]c1=O` = GRP78 ERSR act = -4%&-3%; LDHA inh = .; RGS4 inhibitor = .; TrxR1 inh = .

Reprinted at random: 2 entries already listed.
| # | compound | GRP78 ERSR act | LDHA inh |
| --- | --- | --- | --- |
| 56 | NCC12CC3CC(C1)CC(CC(=O)O)(C3)C2 | . | 6 |
| 59 | CN=C(NC#N)Nc1ccc(C2=NNC(=O)CC2C)cc1 (stereo not drawn) | 2%&-2%&-3% | . |

| # | RGS4 inhibitor | TrxR1 inh |
| --- | --- | --- |
| 56 | . | . |
| 59 | 210%[activator][56.9 µM] | -2% |

A portion of the library; rates above refer to the full screens.
